SUMO1 PPI mod = alters human SUMO1 binding to SIM partners; SUMO1 binding to a labelled peptide, TR-FRET, 1 h; inhibition, % at 20 µM; hit rate 0.33% among 360,000; in the data active = inhibition above about 37%
Target sequence (P63165 whole entry, looked up): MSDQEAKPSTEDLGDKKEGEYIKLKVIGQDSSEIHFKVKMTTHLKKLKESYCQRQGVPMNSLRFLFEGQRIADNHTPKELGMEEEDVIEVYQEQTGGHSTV
TbMetRS inhib = Trypanosoma brucei MetRS inhibition. hit rate 0.4% among 360,000. purified T. brucei MetRS, ATP depletion, Kinase-Glo luminescence. AID 624268. inhibition, % at 11.9 µM;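 active = inhibition above a per-plate cutoff of the control wells' mean inhibition plus 3 SD, cut at about 5.5% in these data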;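 note: 0% = DMSO wells median and 100% = median of wells with control inhibitor compound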
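Material: parasite MetRS enzyme / Replication: singlicate, one well per compound / Signal: luminescence of leftover ATP / Schedule: 2 h aminoacylation at 25 °C after 15 min preincubation / Medium: HEPES-MgCl2-KCl buffer plus DTT, spermine, BSA, pyrophosphatase / Doses: 11.9 µM single point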
DNMT1 inh = DNMT1 (human) enzyme inhibition. P26358. DNMT1 molecular beacon, Hinp1I cleavage, fluorescence. inhibition (reported as % activation of signal), % at 10 µM. hit rate 0.83% among 360,000. AID 588458; in the data active = inhibition above about 50%
MsrA inh = bovine MsrA inhibition. purified bovine MsrA, absorbance read-out. inhibition, % at 15.5 µM. hit rate 0.75% among 360,000. AID 651718; in the data active = inhibition above about 4.5%;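 note: 0% = vehicle wells with enzyme and 100% = reference inhibitor wells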
STEP inh = STEP (human) phosphatase inhibition; recombinant STEP, OMFP fluorogenic substrate, fluorescence; inhibition, % at 20 µM; hit rate 0.25% among 360,000;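 active = inhibition at 20 µM, scaled per plate between control wells, above about 37%, limit read from the data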;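 note: 0% = DMSO with enzyme and substrate and 100% = substrate only without enzyme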
Target sequence (P54829 whole entry, looked up): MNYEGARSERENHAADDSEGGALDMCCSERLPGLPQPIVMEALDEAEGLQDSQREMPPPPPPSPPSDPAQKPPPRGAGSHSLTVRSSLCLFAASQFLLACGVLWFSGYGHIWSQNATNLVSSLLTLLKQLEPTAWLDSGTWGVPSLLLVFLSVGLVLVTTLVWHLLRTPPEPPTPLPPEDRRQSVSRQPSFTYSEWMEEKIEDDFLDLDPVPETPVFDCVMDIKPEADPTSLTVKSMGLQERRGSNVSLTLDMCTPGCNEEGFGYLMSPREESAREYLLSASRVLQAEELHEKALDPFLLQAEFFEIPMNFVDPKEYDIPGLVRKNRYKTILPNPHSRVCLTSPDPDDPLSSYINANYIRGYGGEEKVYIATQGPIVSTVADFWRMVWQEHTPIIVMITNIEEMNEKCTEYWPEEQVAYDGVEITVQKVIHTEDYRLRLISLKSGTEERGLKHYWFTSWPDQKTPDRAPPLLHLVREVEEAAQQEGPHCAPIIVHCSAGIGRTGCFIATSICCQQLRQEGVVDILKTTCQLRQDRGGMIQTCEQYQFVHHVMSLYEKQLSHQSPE
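Assay system: isolated STEP enzyme / Timing: 20 min at room temperature, dark / Doses: 20 µM, 1% DMSO / Technique: fluorescence intensity, excitation 480 nm, emission 540 nm / Reagent: fluorogenic phosphatase substrate OMFP at 25 µM final / Measure: percent inhibition scaled to no-enzyme and uninhibited-enzyme controls, plate-pattern corrected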
MsrA act = activators of bovine methionine sulfoxide reductase A; purified bovine MsrA, absorbance read-out; activation, % at 10.6 µM; hit rate 0.3% among 360,000; AID 602163; in the data active = activation above about 7.5%;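 note: 0% = vehicle and 100% = reference activator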
NRP1-CendR mod = alters CendR peptide binding to human NRP-1. hit rate 0.85% among 360,000. FAM-RPARPAR peptide binding to NRP-1, fluorescence polarization. AID 602438. inhibition, % at 25 µM. O14786;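 active = inhibition or corrected inhibition above about 18%, plus a signal ratio from 0.5 to 1.5, limit read from the data, passing the limit was not always enough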; note: strong numbers were not always called active
Scp-1 inhibitor = Scp-1 (human) phosphatase inhibition; hit rate 0.88% among 340,000; inhibition, % at 20 µM; Recombinant Scp1, phosphopeptide, malachite green phosphate absorbance;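 active = inhibition above about 50% at 20 µM, limit read from the data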;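 note: plate controls were DMSO wells with enzyme for no effect and wells lacking enzyme for full effect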
Target sequence (Q9GZU7 76-261 limits assumed): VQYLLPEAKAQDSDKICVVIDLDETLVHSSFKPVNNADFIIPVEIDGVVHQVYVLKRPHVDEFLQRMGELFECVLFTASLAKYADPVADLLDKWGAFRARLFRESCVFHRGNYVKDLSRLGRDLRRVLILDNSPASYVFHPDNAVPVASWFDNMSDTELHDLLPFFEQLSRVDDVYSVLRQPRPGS
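Test system – truncated SCP-1 phosphatase (76-261aa) · Reagent – Phosphorylated 17-residue peptide substrate · Incubation – 45 min room-temperature reaction, 5 min colour, 30 min stabiliser · Detection – colorimetric phosphate reagent with accelerator and stabiliser, absorbance at 630 nm · Measure – % inhibition at 20 µM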
E coli Lon inh = E. coli protease La inhibition | inhibition, % at 7.94 µM | hit rate 0.42% among 360,000 | P0A9M0 | purified E. coli Lon protease, fluorescence polarization; in the data active = inhibition above about 13%, passing the limit was not always enough;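 note: 0% = enzyme with probe and DMSO and 100% = no enzyme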
LMPTP inh = blocks human LMPTP phosphatase; inhibition, % at 20 µM; hit rate 0.22% among 360,000; P24666; recombinant LMPTP-A, OMFP fluorogenic substrate, fluorescence intensity; AID 651560;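 active = compounds that cut the enzyme signal by at least half of the control window in the single-dose screen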;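 note: plate controls were DMSO wells with enzyme plus substrate for no effect and substrate without enzyme for full effect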
Target sequence (P24666 whole entry, looked up): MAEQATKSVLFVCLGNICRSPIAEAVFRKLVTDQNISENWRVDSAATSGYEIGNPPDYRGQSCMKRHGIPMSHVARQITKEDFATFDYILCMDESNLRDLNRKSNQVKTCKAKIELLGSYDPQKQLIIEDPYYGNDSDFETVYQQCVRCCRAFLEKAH
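Test system – LMPTP-A phosphatase enzyme · Quantity – 0.625 nM LMPTP-A final · Reagent – OMFP substrate, 400 µM final · Dosing – one test concentration per compound, 20 µM, with 3% DMSO overall · Timing – 50 min enzyme reaction at room temperature, protected from light · Detection – fluorescence intensity · Controls – substrate-only low control, DMSO enzyme-plus-substrate high control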
Starred values were filed as active, the others as inactive; x = not tested or not shown. Only part of the results is shown. The share of hits here may be higher or lower than overall.

SMILES	SUMO1 PPI mod	TbMetRS inhib	DNMT1 inh	MsrA inh	STEP inh	MsrA act	NRP1-CendR mod	Scp-1 inhibitor	E coli Lon inh	LMPTP inh
O=C(CN1CC=C(c2ccccc2)CC1)Nc1cc(Cl)ccc1Cl	-9	0.5	-2	-0.2	-3	-3	1	-1	-13	2.4
Cc1ccc(-n2c(O)c(C=NCc3ccco3)c(=O)[nH]c2=S)cc1C	5	-0.4	4	3.2	2	-6	-84	-7	-22	-0.5
O=c1c2ccccc2nc(/C=C/c2ccccc2O)n1-c1ccccc1O	6	-0.5	-7	2.3	-8	-5	-66	x	-45	0.0
CC(c1ccc(F)cc1)n1cc(C(=O)NCc2ccc3c(c2)OCO3)nn1 (centres undefined)	5	0.3	2	-0.5	8	-1	-4	-6	-4	-0.2
COc1cc2c(c(OC)c1)C(=O)OC(C)CCCC(=O)CCCCC2 (centres undefined)	2	0.8	-3	-1.6	-1	-5	3	-5	4	-0.4
C=CCn1c(O)c(C(CC)=NCc2ccco2)c(=O)[nH]c1=O	2	-0.5	0	0.5	-2	-6	-3	-3	4	-2.0
COc1ccc(S(=O)(=O)NCc2ccc(C(=O)N3CCC4(CC3)OCCO4)cc2)cc1	1	-0.7	1	x	-2	-12	3	0	4	-0.3
CCN1C(=O)NC(=O)/C(=C\c2cn(CC(=O)N3CCCC3)c3ccccc23)C1=O	-5	0.0	0	-0.1	-1	-2	3	2	-52	1.6
CCN(CC)c1ccc(N=Cc2c(O)n(-c3ccc(OC)cc3)c(=O)[nH]c2=O)cc1	-13	-1.4	-2	-0.7	-11	-10	143	3	-18	2.3
N=c1n(CCO)c2ccccc2n1Cc1ccccc1	2	-2.1	1	-0.4	-8	-11	-6	-2	2	0.0

Part of the list above, with two lines to a compound:
Values run as follows: SUMO1 PPI mod, TbMetRS inhib, DNMT1 inh, MsrA inh, STEP inh, MsrA act, NRP1-CendR mod, Scp-1 inhibitor, E coli Lon inh, LMPTP inh
> COc1cc2c(c(OC)c1)C(=O)OC(C)CCCC(=O)CCCCC2 (centres undefined)
→ 2, 0.8, -3, -1.6, -1, -5, 3, -5, 4, -0.4
> CCN(CC)c1ccc(N=Cc2c(O)n(-c3ccc(OC)cc3)c(=O)[nH]c2=O)cc1
→ -13, -1.4, -2, -0.7, -11, -10, 143, 3, -18, 2.3
> O=C(CN1CC=C(c2ccccc2)CC1)Nc1cc(Cl)ccc1Cl
→ -9, 0.5, -2, -0.2, -3, -3, 1, -1, -13, 2.4
> O=c1c2ccccc2nc(/C=C/c2ccccc2O)n1-c1ccccc1O
→ 6, -0.5, -7, 2.3, -8, -5, -66, x, -45, 0.0

Other compounds.
SMILES	SUMO1 PPI mod	TbMetRS inhib	DNMT1 inh	MsrA inh	STEP inh	MsrA act	NRP1-CendR mod	Scp-1 inhibitor	E coli Lon inh	LMPTP inh
S=C(N1CCCCCC1)N1CC1	3	-0.6	10	0.5	-2	-11	-1	5	-13	-0.3
CC(C)NS(=O)(=O)c1ccc(OCC(=O)N2CCN(Cc3ccc4c(c3)OCO4)CC2)c(Cl)c1	6	0.3	-7	-0.8	-2	2	8	2	-9	0.3
COc1cc2c(cc1OC)C13CCN4CC5=CCOC6CC(=O)N2C1C6C5C3C4 (centres undefined) (tested in a mixture with another compound)	1	0.1	-3	-1.2	-2	-2	7	-10	3	1.0
N=C1c2ccccc2CN1NC(=O)c1ccc(F)cc1	5	-0.4	7	0.1	-1	-2	14	4	9	-1.8
N#CCCn1cc(C(=O)O)c(-c2cccc([N+](=O)[O-])c2)n1	-11	-0.3	4	1.4	-2	-3	-4	-7	1	-1.5
COC(=O)C1=C(c2cc3ccccc3s2)C[C@@H]2CC[C@H]1N2C(=O)NC(C)C	-8	-0.5	0	-0.8	2	-4	5	3	-2	-0.5
Clc1ccc2sc(C3CCNCC3)nc2c1	-47	1.6	17	-0.1	-2	-5	-2	-9	-1	-1.6
CC(=O)n1cc(C=C2C(=O)NC(=O)NC2=O)c2ccccc21	4	0.7	7	0.8	-5	0	-2	6	-29	-0.4
Cc1ccccc1N1C(=O)CC(=O)N(c2ccccc2C)C1=O	-7	0.2	6	-0.1	-1	-3	3	-3	-25	-0.3
CCOC1=C(N2CC2)C(=O)C(OCC)=C(N2CC2)C1=O	3	-0.1	-3	1.5	2	-7	1	8	-4	-0.4
O=C(NC(Oc1ccccc1)C(Cl)(Cl)Cl)c1ccccc1 (centres undefined)	1	0.1	2	-0.7	1	-3	16	-11	0	0.5
CN(C)CCN(C(=O)COc1ccc(Cl)cc1)c1nc2cc3c(cc2s1)OCO3	1	-0.2	1	0.0	1	-11	0	13	6	0.2
c1ccc(-c2ccc(-c3n(-c4ccccn4)c4ccccc4[n+]3-c3ccccn3)cc2)cc1	1	-0.2	-7	2.6	1	-4	2	2	9	4.5
Cc1c(N=Nc2c(O)n(Cc3ccccc3)c(=O)[nH]c2=O)c(=O)n(-c2ccccc2)n1C	-22	-1.4	2	2.0	3	-6	-24	3	-8	2.7
COc1ncccc1C(=O)NCC(CC(=O)O)c1ccccc1 (centres undefined)	0	-0.9	4	0.3	0	-9	4	0	0	-1.3
COc1cccc(CNCCc2ccc3c(c2)OCO3)c1OC	3	0.2	2	0.4	-4	1	-2	-3	-1	-0.1
N#CC(=C(O)c1ccc(S(=O)(=O)N(CCCl)CCCl)cc1)c1nc2ccccc2[nH]1	-7	-0.5	14	0.6	-2	-9	8	2	1	1.2
Oc1ccc(CC2(N3CCCC3)CCCCC2)cc1	-3	0.2	-1	0.7	-1	-1	-2	0	4	-0.4
CCOC(=O)CC(SP1(=S)OCC2(CCCCO2)C(C2CCCCO2)O1)C(=O)OCC (centres undefined)	5	-0.3	-5	0.6	-1	-3	-5	-7	-4	1.4
CCN1CCN(c2ccc(N)c(C)c2)CC1	-2	-0.5	-5	-1.0	-2	-13	2	0	7	1.6
CN1CCN(Cc2nc3ccccc3n2C)CC1	-4	0.1	7	-0.9	-1	-2	0	-11	4	-3.2
C[C@]12CC[C@H](O)CC1=CCC1C2CC[C@]2(C)C(=O)[C@H](Br)CC12 (some centres undefined)	2	-0.1	2	-0.4	1	-2	0	0	-14	-0.6
Cc1ccc2c(c1)CCCN2N=O	4	0.0	2	1.6	-3	-5	-8	-2	12	-1.6
O=c1[nH]c(=S)n(C2CC2)c(O)c1C=NCCN1CCOCC1	-2	-1.2	2	1.4	1	-10	-12	-3	6	-3.3
CSc1ccccc1C(=O)C1CCCN(Cc2cccc(C)n2)C1 (centres undefined)	0	-0.1	-3	-0.3	-1	-2	-7	-3	-2	-0.1
Oc1ccccc1CN(CCc1ccccc1)Cc1ccccc1	2	0.1	16	-0.4	2	6	9	1	-12	-0.7
COc1ccc(Cn2c(N)c(C(=O)NCc3ccco3)c3nc4ccccc4nc32)cc1OC	36*	8.0*	87*	0.4	4	0	-36	1	-29	13
C=CCn1c(O)c(C(C)=NC2CCN(Cc3ccccc3)CC2)c(=O)[nH]c1=O	0	0.0	2	-1.5	-1	1	6	-11	3	-3.3
CCN(CC)CCN=Cc1c(O)n(CCc2ccccc2)c(=O)[nH]c1=O	8	-0.6	2	-0.9	-3	-2	-73	-5	-33	-5.6
CC(=NC1CCN(Cc2ccccc2)CC1)c1c(O)n(C)c(=O)n(C)c1=O	0	-0.1	3	0.2	-1	0	-4	-8	-5	-3.4

4 compounds already listed, ordered by SMILES length, high to low.
SMILES	SUMO1 PPI mod	TbMetRS inhib	DNMT1 inh	MsrA inh	STEP inh	MsrA act	NRP1-CendR mod	Scp-1 inhibitor	E coli Lon inh	LMPTP inh
C[C@]12CC[C@H](O)CC1=CCC1C2CC[C@]2(C)C(=O)[C@H](Br)CC12 (some centres undefined)	2	-0.1	2	-0.4	1	-2	0	0	-14	-0.6
COc1ccc(Cn2c(N)c(C(=O)NCc3ccco3)c3nc4ccccc4nc32)cc1OC	36*	8.0*	87*	0.4	4	0	-36	1	-29	13
C=CCn1c(O)c(C(C)=NC2CCN(Cc3ccccc3)CC2)c(=O)[nH]c1=O	0	0.0	2	-1.5	-1	1	6	-11	3	-3.3
Cc1ccc2c(c1)CCCN2N=O	4	0.0	2	1.6	-3	-5	-8	-2	12	-1.6

(list continues)
SMILES	SUMO1 PPI mod	TbMetRS inhib	DNMT1 inh	MsrA inh	STEP inh	MsrA act	NRP1-CendR mod	Scp-1 inhibitor	E coli Lon inh	LMPTP inh
CC(C)CCN1CCN(Cc2c(F)cccc2Cl)CC1CCO (centres undefined)	1	-1.2	1	0.3	0	-2	9	1	0	-0.9
CCOP(=O)(Cc1ccc(C(=O)CC)o1)OCC	4	0.2	3	0.0	-3	-2	-10	7	-13	-1.8
C[C@]12CCC3C(CC[C@H]4C[C@@H](O)CC[C@]34C)C1CC[C@@H]2OC(=O)[C@H](N)CCCCN (some centres undefined)	-85	-0.1	-12	-0.4	-6	-1	12	-10	7	-5.6
C=CCOC(=O)N1Cc2ccccc2-n2nncc2C1	3	-1.9	3	1.1	-1	-6	4	x	-6	0.1
COc1cc(OC)c(OC)cc1/C=C1\C(=O)NC(=O)N(Cc2ccccc2)C1=O	18	0.0	-1	1.9	0	-5	-7	-2	-21	0.1
c1ccc(CN2CCN(Cc3ccc4c(c3)OCCO4)CC2)cc1	-3	-1.3	2	0.5	-2	-5	12	6	-7	-1.7
O=C(CN1CCOCC1)Nc1ccc(Br)cc1C(=O)c1ccccc1	-1	-1.1	3	1.1	-4	-8	9	1	-3	-2.0
CCN(CC)CCO	1	-0.6	-2	0.6	-2	-3	6	-3	8	0.5
Cc1cc(C(=O)OCC(=O)Nc2cccc(F)c2)c(C)n1C1CC1	1	-0.1	-22	0.6	-2	-2	-11	-13	8	1.3
OC(c1ccncc1)(c1ccc(F)cc1)c1ccc(F)cc1	-3	-0.1	-4	-0.1	-1	-2	3	0	-6	-0.2
COc1ccc(NP2(=O)NCCCN2)cc1	-2	-0.1	-1	1.0	2	-3	19	-32	-1	-2.7
COc1ccc(-c2nc3ccccc3c(=O)n2-c2nccs2)cc1	42*	-1.0	-10	-0.3	-5	-1	-17	-9	-17	-1.2
